# Assay outcomes from PubChem.
# GRP78 ERSR act – qHTS for Inducers of the Endoplasmic Reticulum Stress Response (ERSR) in Human Glioma: qHTS; U87-MG GRP78 promoter luciferase reporter, 16 h; AID 602332, 2012; Potency, µM, for the others: top-dose activation, hits mostly activators; actives 0.02% (n = 420,000); further: potency means the concentration at half of the fitted maximal effect; series mostly up to about 76 µM; % of control where 0% means no effect; nearly all actives have a fitted effect of over 35% in size
#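 ERSR induction read as luciferase luminescence (Bright-Glo, 10 min at room temperature) in stably transfected human U87-MG glioma cells exposed to compounds for 16 h, using GRP78 as sensor.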
# Pol eta inh – qHTS for Inhibitors of Polymerase Eta | actives 1.2% (n = 390,000) | DNA polymerase eta (Homo sapiens), Q9Y253 | recombinant Pol eta, fluorescent DNA replication assay | Potency, µM (series often up to 114 µM), inactives show top-dose activity change, negative = inhibition, most hits filed as inhibitors | AID 588591, 2011; further: potency means the concentration at half of the fitted maximal effect; on the % scale 0 is the no-effect control and ±100 the full control effect
#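 Pol eta at 10 nM preincubated with compounds 15 min at room temperature; reaction started with fluorescent substrate (50 nM final) and read kinetically at 0 and 10 min.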
# POLI inh – qHTS for Inhibitors of Polymerase Iota. DNA polymerase iota (Homo sapiens), Q9UNA4. Pol iota fluorescent replication assay, 10 min. Potency, µM (highest dose often 115 µM), for the others: at the top dose activity, negative = inhibition, usual class: inhibitors. actives 1% (n = 390,000). AID 588590, 2011; further: potency means the concentration at half of the fitted maximal effect
#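 Fluorescent replication assay read twice, at 0 min and 10 min after adding 50 nM (final) substrate. Enzyme (10 nM) and compounds were first incubated 15 min at room temperature; enzyme-free buffer wells were negative controls.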
# APE1 inh – qHTS Assay for Inhibitors of the Human Apurinic/apyrimidinic Endonuclease 1 (APE1); Potency, µM (doses to about 65.8 µM), without a hit: at the top dose activity change, negative = inhibition, usual class: inhibitors; recombinant APE1, TAMRA/BHQ-2 abasic DNA cleavage fluorescence; DNA repair nuclease/redox regulator APEX1 (Homo sapiens), P27695; actives 0.35% (n = 350,000);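 further: potency means the concentration at half of the fitted maximal effect; plate controls were vehicle for no effect and reference inhibitor for full effect; nearly all actives have a fitted effect of over 55% in size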
# Target sequence (P27695 whole entry, looked up): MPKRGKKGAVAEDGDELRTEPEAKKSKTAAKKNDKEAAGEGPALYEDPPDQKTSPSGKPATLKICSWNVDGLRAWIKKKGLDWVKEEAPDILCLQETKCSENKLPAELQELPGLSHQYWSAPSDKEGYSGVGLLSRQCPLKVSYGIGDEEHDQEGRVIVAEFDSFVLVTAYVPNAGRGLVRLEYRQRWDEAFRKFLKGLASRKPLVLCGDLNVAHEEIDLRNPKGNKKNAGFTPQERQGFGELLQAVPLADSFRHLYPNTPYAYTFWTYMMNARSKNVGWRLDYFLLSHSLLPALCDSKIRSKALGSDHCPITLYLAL
#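 Measures dequenching upon AP-site incision of a 5'-TAMRA/3'-BHQ-2 THF-containing duplex, 50 nM; human APE1 0.75 nM after 15 min room-temperature exposure to compound; kinetic three-point read at one-minute spacing.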
# Pol kappa inh – qHTS for Inhibitors of Polymerase Kappa. DNA polymerase kappa (Homo sapiens), Q9UBT6. Potency, µM (doses to about 107 µM), for inactives: at the top dose activity, negative = inhibition, usual class: inhibitors. purified Pol kappa, fluorescent DNA synthesis assay, 10 min. actives 0.53% (n = 400,000); further: potency means the concentration at half of the fitted maximal effect; on the % scale 0 is the no-effect control and ±100 the full control effect
#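 50 nM final substrate added after 15 min RT preincubation of 10 nM Pol kappa with compound; fluorescence read at 0 and 10 min.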
# POLB inh – qHTS Assay for Inhibitors of DNA Polymerase Beta. AID 485314, 2010. Potency, µM (top dose mostly 114 µM), without a hit: top-dose activity change, negative = inhibition, hits mostly inhibitors. actives 1.3% (n = 340,000). P06746. Pol beta primer extension/strand displacement, fluorescence kinetic; further: potency means the concentration at half of the fitted maximal effect; on the % scale 0 is the no-effect control and ±100 the full control effect
#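 Kinetic readout of DNA synthesis with strand displacement by Pol beta. Compound and 10 nM enzyme sit 15 min at room temperature; 50 nM substrate starts the reaction, read immediately and at 10 min.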
# LDHA inh – qHTS assay for inhibitors of human lactate dehydrogenase | L-lactate dehydrogenase A chain (Homo sapiens), P00338 | purified LDHA, NADH/diaphorase-resazurin fluorescence; hits give low values | activity change, % (values are at about 110 or 230 µM) | actives 0.15% (n = 480,000) | AID 1347041, 2019; in the data active means activity change below about -30%; inconclusive means mostly about -25% to -30%;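 further: plate controls were DMSO wells for no effect and wells without enzyme for full effect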
#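 Remaining NADH was detected by diaphorase (0.133 mg/mL) converting 37 µM resazurin to fluorescent resorufin, read at 0 and 20 minutes. The preceding 5-minute room-temperature reaction used 2 nM LDHA, 0.2 mM sodium pyruvate and 0.06 mM NADH at pH 7.4.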
# BLM inh – qHTS Assay for Inhibitors of Bloom's syndrome helicase (BLM). RecQ-like DNA helicase BLM (Homo sapiens), P54132. recombinant BLM DNA unwinding, fluorescence dequenching. Potency, µM (titrated, usually from 56.1 µM), for inactives: at the highest dose activity change, negative = inhibition, hits mostly inhibitors. actives 0.2% (n = 350,000). AID 2528, 2010;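 further: potency means the concentration at half of the fitted maximal effect; plate controls were vehicle for no effect and no enzyme for full effect; nearly all actives have a fitted effect of over 35% in size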
# Anesthetic bind – qHTS Assay for Identification of Novel General Anesthetics | apoferritin/1-aminoanthracene competitive binding, fluorescence | Potency, µM (titrated, usually from 77.5 µM), for inactives: top-dose activity change, negative = displacement, hits mostly inhibitors | actives 0.074% (n = 350,000) | AID 485281, 2010; further: potency means the concentration at half of the fitted maximal effect; on the % scale 0 is the no-effect control and ±100 the full control effect; nearly all actives have a fitted effect of over 20% in size
# Target sequence (P02791 2-175 limits assumed): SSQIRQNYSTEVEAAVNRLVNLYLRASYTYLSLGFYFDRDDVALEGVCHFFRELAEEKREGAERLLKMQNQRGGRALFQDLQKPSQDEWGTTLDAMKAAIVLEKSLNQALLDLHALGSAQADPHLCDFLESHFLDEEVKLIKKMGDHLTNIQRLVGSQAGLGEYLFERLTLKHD
#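 Horse-spleen apoferritin (10 uM) was mixed with 50% saturated 1-aminoanthracene in PBS, exposed to compounds for 10 min at room temperature, and read for fluorescence (ex 380 nm, em 535 nm). Competitive displacement was fitted with a four-parameter Hill equation.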
# * = called active by the depositor; ? = inconclusive; . = not tested or not shown; & = joins results of further samples; [ ] = dose if it differs, or a comment. Unless noted, the call rests on the fitted dose curve; in most records, active means well fitted curve in the direction sought with a large enough effect; inconclusive means small, poorly fitted or top-dose-only effect, or another doubt; inactive means no such curve, though single readings can be large; an effect the other way counts as inactive or inconclusive.
SMILES,GRP78 ERSR act,Pol eta inh,POLI inh,APE1 inh,Pol kappa inh,POLB inh,LDHA inh,BLM inh,Anesthetic bind
CCn1c(SCC(=O)Nc2nc3c(s2)CCCC3)nc2c1c(=O)n(C)c(=O)n2C,.,.,.,-1%,.,-17%,.,1%,-7%
COC(=O)C1CC(O)CN1C(=O)c1ccco1 (stereo unspecified),-3%,4%,-10%,3%,-2%,-20%,-6,0%,-6%
CCCC(C)NC(=O)c1c2c(nc3ccccc13)CCC2 (stereo unspecified),-2%,?,?,-9%,?,18µM*,-6,-12%,-20%
CC1(C)CC(=O)C(C(c2ccncc2)C2C(=O)CC(C)(C)CC2=O)C(=O)C1,-4%,-13%,-11%,2%,3%,35%,-1,-5%,-18%
CCN(CC)CCC(O)(c1ccc2c(c1)OCO2)c1cc(OC)c(OC)c(OC)c1 (stereo unspecified),-3%,-15%,1%,.,-10%,.,-11,.,.
COc1ccc(OC)c2c1sc(=NC(=O)C(C)C)n2C,-5%,-2%,-7%,-3%,-2%,16%,-4,-1%,-7%
Cc1cc(-c2ccc(S(=O)(=O)N3CCN(c4ccccc4F)CC3)s2)on1,-5%,-5%,6%,22%,-11%,3%,-6,-3%,-6%
CN(c1ccccc1)S(=O)(=O)c1ccc(Cl)c(C(=O)OCC(=O)N2CCOCC2)c1,-2%,-22%,166%[activator],2%,8%,-2%,-5,1%,-17%
CCCN1Cc2cccc(C(=O)Nc3cccc(C(=O)OCC)c3)c2C1=O,.,.,0%,.,0%,-24%,-3,-3%,?
CO/N=C/CC(=O)c1cnc(-c2ccc(Cl)cc2)s1,0%,-1%,45%[activator],-8%,-14%,-22%,-8,-2%,-11%
O=c1[nH]c2ccc(S(=O)(=O)N3CCCCC3)cc2[nH]c1=O,-3%,-13%,-1%,5%,-9%,-9%,-9,3%,2%
O=C(O)COc1ccc(S(=O)(=O)NCCc2ccccc2)cc1,-3%,-3%,5%,3%,-5%,15%,-2,-1%,-12%
Cc1cccc(NC(=O)CSCC(=O)Nc2ccc(S(=O)(=O)N3CCCCC3)cc2)c1,-3%,-23%,42%[activator],-14%,-9%,.,5,.,.
O=C(Oc1ccccc1)N1CCN(C(=O)c2ccco2)CC1,-3%,-1%,62%[activator],0%,-6%,1%,0,-1%,5%
COc1ccc(CCn2nnnc2C(CC(C)C)N2CCN(c3ncccn3)CC2)cc1OC (stereo unspecified),-4%,-13%,-14%,16%,7%,5%,3,-2%,-5%
O=C(/C=C/c1cccc([N+](=O)[O-])c1)Nc1cc(C(=O)O)cc(C(=O)O)c1,-5%,-16%,95%[activator],2%,-12%,-1%,-11,-14%,-7%
COc1cc(C(=O)OCC(=O)N2CCC(Cc3ccccc3)CC2)cc(OC)c1OC,-1%,-23%,23%,22%,0%,.,-4,.,.
COCCn1c(=O)c(C)nc2cnc(N3CCOCC3)nc21,-3%,.,.,15%,-3%[60.1 µM],.,.,3%,.
CCCCOc1ccc(S(=O)(=O)NCc2csc(-c3ccc(OC)cc3)n2)cc1,.,.,-5%,.,0%,18%,-20,-1%,-3%
CC(=O)c1c(C)[nH]c(C2=NNC(=NCc3ccccc3)SC2)c1C,1%,4%,37%[activator],10%,-23%,-2%,-3,-6%,-7%
O=C(CCC(=O)N1CCOc2ccc(Cl)cc21)NCc1ccccc1,2%,-16%,16%,19%,3%,-1%,-4,-3%,-15%
O=C1C=C(OCc2ccccc2)CN1,2%,-7%,5%,1%,1%,-10%,-12,-5%,-8%
CC(=O)N1CCc2c(sc3c2c(=O)n(-c2ccccc2)c(=O)n3Cc2ccccc2Cl)C1,-4%,-9%,5%,?,-7%,-1%,-4,-3%,-4%
CCN(CC(=O)Nc1ccc(NC(C)=O)cc1)C(=O)c1n[nH]c(=O)c2ccccc12,0%,-22%,139%[activator],5%,4%,1%,-7,1%,-3%
CC(=O)Nc1ccc(NC(=O)C(C)N2CCN(S(=O)(=O)c3ccc(C)cc3)CC2)cc1 (stereo unspecified),-6%,-4%,89%[activator],15%,-26%,21%,-2,-2%,-3%
Cc1c(NC(=O)c2cc(-c3ccc(Br)cc3)on2)c(=O)n(-c2ccccc2)n1C,-3%&-2%,-8%&-11%,57%&-24%[activator],12%,-10%&2%,-8%&17%,-7&-1,-4%&-2%,8%&-5%
Cc1ccc(NC(=S)NC(=O)c2sc3ccccc3c2Cl)c(C(=O)O)c1,.,.,.,-3%,.,20µM*,.,-14%,-24%
CN(Cc1ccccc1)S(=O)(=O)c1ccc(NC(=S)NC(=O)C2CCCCC2)cc1,-4%,-18%,26%,1%,-8%,-11%,-5,-9%,-4%
Cc1ccc(OCC(=O)NNC(=O)c2ccoc2C)c(Br)c1,-2%,-8%,8%,12%,2%,5%,-4,-5%,-11%
C/C(=N/NC(=O)Nc1ccccc1)c1ccc(C)cc1,-1%,-12%,5%,2%,-1%,-2%,1,3%,-13%
COc1ccc(N2CC(NS(=O)(=O)c3ccc4ccccc4c3)CC2=O)cc1OC (stereo unspecified),-6%,-11%,37%[activator],-6%,-5%,.,-6,.,.
O=C(O)C1=C[C@H](c2ccc3c(c2)OCO3)C[C@H](OCc2ccc(CO)cc2)O1,0%,-24%,?,.,-10%,.,4,.,.
CCC(=O)N1CCN(c2ccccc2NC(=O)Cc2ccccc2)CC1,4%,3%,-1%,-1%,-13%,4%,3,-8%,-2%
CN(CC(=O)Nc1ccc(Cl)c(C(F)(F)F)c1)C(=O)c1ccccc1SCC(=O)N1CCCC1,-6%,-8%,-9%,.,-13%,.,3,.,.
Cc1ccc(C2=NNC(c3cccc(F)c3)S2)cc1 (stereo unspecified),-5%,-6%,-10%,1%,4%,?,-3,-10%,-8%
Cc1cccc(-c2nc(CS(=O)CC(=O)NC(C)CCc3ccccc3)c(C)o2)c1 (stereo unspecified),-5%,4%,18%,-10%,-2%,0%,0,-5%,?

# In a second layout: entries from further up.
compound	GRP78 ERSR act	Pol eta inh	POLI inh	APE1 inh	Pol kappa inh	POLB inh	LDHA inh	BLM inh	Anesthetic bind
CCCN1Cc2cccc(C(=O)Nc3cccc(C(=O)OCC)c3)c2C1=O	.	.	0%	.	0%	-24%	-3	-3%	?
CO/N=C/CC(=O)c1cnc(-c2ccc(Cl)cc2)s1	0%	-1%	45%[activator]	-8%	-14%	-22%	-8	-2%	-11%
O=c1[nH]c2ccc(S(=O)(=O)N3CCCCC3)cc2[nH]c1=O	-3%	-13%	-1%	5%	-9%	-9%	-9	3%	2%
O=C(O)COc1ccc(S(=O)(=O)NCCc2ccccc2)cc1	-3%	-3%	5%	3%	-5%	15%	-2	-1%	-12%
Cc1cccc(NC(=O)CSCC(=O)Nc2ccc(S(=O)(=O)N3CCCCC3)cc2)c1	-3%	-23%	42%[activator]	-14%	-9%	.	5	.	.
O=C(Oc1ccccc1)N1CCN(C(=O)c2ccco2)CC1	-3%	-1%	62%[activator]	0%	-6%	1%	0	-1%	5%
COc1ccc(CCn2nnnc2C(CC(C)C)N2CCN(c3ncccn3)CC2)cc1OC (stereo unspecified)	-4%	-13%	-14%	16%	7%	5%	3	-2%	-5%
O=C(/C=C/c1cccc([N+](=O)[O-])c1)Nc1cc(C(=O)O)cc(C(=O)O)c1	-5%	-16%	95%[activator]	2%	-12%	-1%	-11	-14%	-7%
COc1cc(C(=O)OCC(=O)N2CCC(Cc3ccccc3)CC2)cc(OC)c1OC	-1%	-23%	23%	22%	0%	.	-4	.	.
COCCn1c(=O)c(C)nc2cnc(N3CCOCC3)nc21	-3%	.	.	15%	-3%[60.1 µM]	.	.	3%	.

# Remaining list, next part
SMILES,GRP78 ERSR act,Pol eta inh,POLI inh,APE1 inh,Pol kappa inh,POLB inh,LDHA inh,BLM inh,Anesthetic bind
CCOC(=O)C1=NN(C(=O)c2cccc(Br)c2)C(O)(C(C)(C)C)C1 (stereo unspecified),.,.,.,2%,.,2%,.,-4%,0%
S=c1[nH]nc(Nc2ccccc2Cl)s1,0%,-17%,84%[activator],-7%,-19%,-20%,-10,-5%,-14%
CC(=O)Nc1ccccc1OCC(=O)NC1CCCCC1C (stereo unspecified),-5%,2%,14%,4%,0%,.,-4,.,.
CSc1ccc(CSCC(=O)N2CCN(S(=O)(=O)c3ccc(C)cc3C)CC2)cc1,1%,-17%,-7%,20%,1%,.,-2,.,.
CC(Nc1cc(=O)n(C)c(=O)n1C)c1ccccc1 (stereo unspecified),-3%,5%,0%,-3%,-11%,15%,-5,5%,-3%
CCOc1ncccc1C(=O)Nc1cc2c(cc1Br)OCCO2,7%,-9%,-7%,-17%,-4%,.,-7,.,.
N#C/C(=C\c1ccc(O)c([N+](=O)[O-])c1)C(=O)NCc1ccccc1,-2%,-6%,?,11%,-5%,3%,-2,1%,-21%
O=C(CCSCc1ccccc1Cl)N1CCN(c2ccccn2)CC1,-1%,-22%,39%[activator],7%,-10%,10%,-1,-5%,-16%
CC(=O)NC12CC3CC(C1)CC(C(=O)N(C)Cc1cccc(Cl)c1Cl)(C3)C2,17%,-24%,72%[activator],29%,-5%,-17%,-3,-4%,-4%
Cc1cccc(NC(=O)C2CCC(CNS(=O)(=O)c3ccc4c(c3)CCCC(=O)N4)CC2)c1C (stereo unspecified),-3%,-27%,-10%,.,-33%,-2%,-4,-6%,-15%

# This is a subset, so the mix of outcomes need not match the whole.
